Menin-MLL TR inh = qHTS Assay for Inhibitors Targeting the Menin-MLL Interaction in MLL Related Leukemias: Competition With Texas Red Labeled MLL-derived Mutant Peptide; Potency, µM (doses to about 61.6 µM), inactives show top-dose FP activity change, negative = inhibition, usual class: inhibitors; AID 1768, 2009; Menin + Texas Red MLL mutant peptide, fluorescence polarization; O00255; 270,000 compounds, 0.23% hits; active means well fitted inhibition curve with a large enough effect in the polarisation, with a control signal flat, not every such curve was filed as active; inconclusive means small, poorly fitted or top-dose-only effect, or effect the other way, or a change in a side signal; inactive means no such curve, though single readings can be large or run the other way; the % refers to the polarisation; further: potency means the concentration at half of the fitted maximal effect; % of control where 0% means no effect; many of its hits are not listed in these tables
Target sequence (O00255 whole entry, looked up): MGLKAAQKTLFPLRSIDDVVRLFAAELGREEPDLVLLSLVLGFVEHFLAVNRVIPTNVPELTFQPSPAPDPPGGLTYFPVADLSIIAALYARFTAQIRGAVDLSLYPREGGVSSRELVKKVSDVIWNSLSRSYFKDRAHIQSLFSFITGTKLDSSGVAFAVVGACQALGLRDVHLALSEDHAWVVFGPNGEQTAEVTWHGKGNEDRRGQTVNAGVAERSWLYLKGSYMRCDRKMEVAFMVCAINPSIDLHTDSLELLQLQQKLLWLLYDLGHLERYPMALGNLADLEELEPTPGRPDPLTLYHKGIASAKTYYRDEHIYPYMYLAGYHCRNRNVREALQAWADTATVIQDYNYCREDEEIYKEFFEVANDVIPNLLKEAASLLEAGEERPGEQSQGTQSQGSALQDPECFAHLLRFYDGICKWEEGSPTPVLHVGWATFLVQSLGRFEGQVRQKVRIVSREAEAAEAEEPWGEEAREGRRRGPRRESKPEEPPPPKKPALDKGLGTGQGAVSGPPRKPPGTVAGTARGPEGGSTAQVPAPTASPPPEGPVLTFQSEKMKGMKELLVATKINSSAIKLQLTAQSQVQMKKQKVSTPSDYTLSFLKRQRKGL
FBPA coupling cs = qHTS Assay for Inhibitors of Fructose-1,6-bisphosphate Aldolase from Giardia Lamblia: Coupling assay counterscreen. coupling enzyme system counterscreen, AmpLite Red fluorescence. 290,000 compounds, 0.67% hits. activity change, negative = inhibition, % at 58.2 µM, hits read low; in the data active means activity change below about -30%; further: on the % scale 0 is the no-effect control and ±100 the full control effect
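Activity here indicates interference with the coupling reaction, not aldolase inhibition. Compounds at 57.5 uM final met coupling enzymes for 10 min at RT; substrate and AmpLite Red detection followed, with a 525/598 nm fluorescence read after 20 min.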
* marks the source's active call; other numbers are inactive results; u = inconclusive; & = joins results of further samples; [ ] = another dose, or the depositor's remark.

SMILES | Menin-MLL TR inh | FBPA coupling cs
COC(=O)[C@@H]1CC[C@H](C)[C@@H](c2ccc(C)cc2)N1C(=O)c1ccc(/C=N\O[C@@H]2O[C@H](COC(C)=O)[C@H](OC(C)=O)[C@H](OC(C)=O)[C@H]2OC(C)=O)cc1 | -13%[11.7 µM] | 2
O=C(c1cnccn1)N1CCC[C@@]2(CCN(C(c3ccccc3)c3ccccc3)C2)C1 | 3% | 3
CO[C@@H]1COC(=O)CC=C[C@@H](C)[C@@H]2C=C[C@H](O)[C@@H](COC(=O)C/C=C\[C@H]1C)O2 | -4%[11.7 µM] | -2
COc1cccc(-c2ccc3ncnc(N4CCNCC4)c3c2)c1 | -9% | 0
O=C1OCCC1N(C(=O)C1CC1)c1cccc(Cl)c1 (stereo not drawn) | 5% | 0
O=C(c1cnccn1)N1CCC2(CC1)CN(Cc1cc(C(F)(F)F)cc(C(F)(F)F)c1)C2 | 1% | 0
N[C@H](CCC(=O)N[C@H](CSN=O)C(=O)NCC(=O)O)C(=O)O | 19%[24.8 µM] | 1
COC(=O)N1CCC2(CC1)CN(C(c1ccccc1)c1ccccc1)C2 | 5% | 0
Cc1cnc(CNc2ccnc(-c3cccc(NS(C)(=O)=O)c3)n2)cn1 | -5% | -2
CC1=C(C(=O)O)N2C(=O)C(NC(=O)C(N)C3=CCC=CC3)C2SC1 (stereo not drawn) | -4% | 0
CC1CC[C@@]2(OC1)OC1CC3C4CC[C@H]5CC(O)CC[C@@]5(C)C4CC[C@]3(C)C1C2C (stereo partly drawn) | 1% | 3
C[C@@H]1C[C@H](OC(=O)[C@@H](O)c2ccccc2)CC(C)(C)N1C | 4%[24.8 µM] | 2
Cc1nc2cnc(N3CCNCC3)nc2n(CCc2ccccc2)c1=O | 8% | 1
CN(C)c1ncc2nc(-c3cccc(C#N)c3)c(=O)n(CCC#N)c2n1 | 1% | 2
CC(=O)O[C@]1(C)CC[C@]23CC1C(C)(C)C2CC[C@@H]3C (stereo partly drawn) | -12% | 2
Cc1cc(O)cc(O)c1C(=O)OC1(C)C(=O)C=C2C=C(/C=C/CO)OC=C2C1=O (stereo not drawn) | 5% | 1
O=c1c(-c2ccccc2)nc2cncnc2n1-c1ccccc1 | 10% | 1
C=C1C[C@@]23C[C@@]1(O)CCC2[C@@]12C=CC(O)[C@](C)(C(=O)O1)C2C3C(=O)O (stereo partly drawn) | -1% | 3
CC(=O)OCC1OC(C#Cc2ccccc2)C=CC1OC(C)=O (stereo not drawn) | -1%&4%[11.7 µM] | -1&0
CC(=O)N1CCC[C@@]2(CCN(Cc3nccs3)C2)C1 | 1% | 2
CS(=O)(=O)N1CCC2(CC1)CN(C(=O)Nc1cccc(C#N)c1)C2 | 14% | 4
CN(C)C(=O)c1ccc(-c2cncnc2NCCc2cnc[nH]2)cc1 | -3% | 2
c1ccc(-c2nn[nH]n2)c(Nc2cccc3c2CCCC3)c1 | u | 10
Cc1cccc(COC[C@H](Cc2ccccc2)N2CCN(C(=O)c3cccc(C)c3)CCC2=O)c1 | -24% | -1
O=c1c(-c2ccccc2)coc2cc(O)cc(O)c12 | u | -35*
COc1cc(C(CCN2CCOCC2)c2c(OC)cc(OC)c3ccc(=O)oc23)cc(OC)c1OC (stereo not drawn) | -20% | -1
CC[C@H](C)[C@@H](NC(=O)O[C@H]1C(=O)c2cc(OC)ccc2O[C@@H]1c1ccc(OC)c(Br)c1)C(=O)OC | -9% | 0
CCOC(=O)CCN1C(=O)[C@H]2[C@H]3[C@H](O)[C@H](O)C/C(=N/OC/C=C(\C)CCC=C(C)C)[C@H]3CC[C@@H]2C1=O | 9%[11.7 µM] | 0
Cc1ccc(S(=O)(=O)N[C@H]2COC(=O)CC=C[C@@H](C)[C@H]3C=C[C@H](O)[C@@H](COC(=O)CC=C[C@H]2C)O3)cc1 | 8%&7%[11.7 µM] | 2&-1
CC1CCC(C(C)(C)O)CC2=C1CCC2C (stereo not drawn) | -8% | -1
COCCn1c(=O)cnc2cnc(Oc3ccccc3)nc21 | -3% | -2
COc1ccc2c(c1)O[C@@H](c1cccc(C(F)(F)F)c1)[C@H](OC(=O)NS(=O)(=O)c1ccc(F)cc1)C2=O | 2% | 0
C=C1c2cccc(C(F)(F)F)c2O[C@H](C(=O)OCC)C1OC (mixture of isomers) | 1%[94.6 µM] | -6
COC(=O)CC1=COC2OCC3=CC[C@@H]1C32 (stereo partly drawn) | 9%[11.7 µM] | 1
COc1ccccc1N1CCN(CCN2C(=O)c3ccccc3C(C)(C)C2=O)CC1 | -2%[24.8 µM] | 3
Cc1noc(C)c1C(=O)N1CCC2(CCCN(c3ccccc3)C2)CC1 | -10% | -2
CN(Cc1ccco1)c1ccnc(-c2cccc(NS(C)(=O)=O)c2)n1 | 3% | -1
CCNc1ncc2nc(-c3ccc(Cl)cc3)c(=O)n(Cc3cccs3)c2n1 | 18% | -2
O=c1cnc2cnc(Oc3ccccc3)nc2n1CCc1ccccc1 | -24% | 6
COc1ccc2c(c1)O[C@@H](c1cccc(C(F)(F)F)c1)[C@H](OC(=O)NCCOc1ccccc1)C2=O | -14% | 2
CC(C)C1COc2cc3oc(=O)ccc3cc2O1 (stereo not drawn) | 1% | -1
Cn1cc(-c2nc3cnc(N4CCOCC4)nc3n(C3CC3)c2=O)c2ccccc21 | -1% | 4
O=C(c1ccco1)N1CCC[C@@]2(CCN(c3ccccn3)C2)C1 | 3% | 1
COC(=O)NC(/C(C(=O)OC)=C(\C)NCc1ccccc1)c1cccc(F)c1 (stereo not drawn) | 2%[11.7 µM] | -3
O=c1c(-c2cc(O)c(O)c(O)c2)coc2cc(O)c(O)c(O)c12 | u | -71*
COC(=O)NC(c1cccc(C)c1)[C@@]1(C(=O)OC)CCCC1=O (stereo partly drawn) | -2%[11.7 µM] | -1
COCCn1c(=O)c(-c2cc(F)cc(F)c2)nc2cnc(N3CCOCC3)nc21 | 5% | 5
OCC1OC(c2ccccc2)C=CC1Oc1ccc(C2CCCC2)cc1 (stereo not drawn) | u | -2
O=C(/C=C/c1ccc(O)cc1)OC[C@H]1O[C@@H](Oc2c(-c3ccc(O)cc3)oc3cc(O)cc(O)c3c2=O)[C@H](O)[C@@H](O)[C@@H]1O | 17% | 2
O=c1c(-c2cccs2)nc2cnc(N3CCOCC3)nc2n1-c1ccccc1 | 11% | 0
CCCCC/C=C\C/C=C\CCCCCCCCCC(=O)NCCCC(=O)O | 6% | 3
CC1(C)CC2C1CC[C@]1(C)CCC3C(C(=O)O)CC(=O)O[C@]32C1 (stereo partly drawn) | 15% | 0
FC(F)(F)c1ccccc1-c1nc(Nc2ccncc2)c2ccccc2n1 | u | 2
NCCCCCCNS(=O)(=O)c1cccc2ccccc12 | -15%[24.8 µM] | -1
COc1ccc2c(c1OC)OCC(c1ccc(OC)c(OC)c1OC)C2 (stereo not drawn) | -7% | -1
O=C(c1cccc(F)c1)N1CCC2(CC1)CCN(C(c1ccccc1)c1ccccc1)CC2 | 6% | 0
C=C1C(C2(C)C=CC(=O)C(C)(C)C2CC(=O)OC)CC[C@@]2(C)C(c3ccoc3)OC(=O)C3OC132 (stereo partly drawn) | -12% | 5
CCCCC/C=C\C/C=C\CCCCCCCCCC(N)=O | -15% | 5
NC(=O)c1ccc[n+]([C@@H]2OC(COP(=O)([O-])OP(=O)(O)OCC3OC(n4cnc5c(N)ncnc54)C(OP(=O)(O)O)C3O)C(O)C2O)c1 (stereo partly drawn) | -10% | -1
NCC(=O)N[C@@H](CCCN=C(N)N)C(=O)NCC(=O)N[C@@H](CCC(=O)O)C(=O)N[C@@H](CO)C(=O)O | 10% | 0

7 entries from above, with tabs:
compound	Menin-MLL TR inh	FBPA coupling cs
O=c1c(-c2cccs2)nc2cnc(N3CCOCC3)nc2n1-c1ccccc1	11%	0
NC(=O)c1ccc[n+]([C@@H]2OC(COP(=O)([O-])OP(=O)(O)OCC3OC(n4cnc5c(N)ncnc54)C(OP(=O)(O)O)C3O)C(O)C2O)c1 (stereo partly drawn)	-10%	-1
COc1ccc2c(c1OC)OCC(c1ccc(OC)c(OC)c1OC)C2 (stereo not drawn)	-7%	-1
C=C1C(C2(C)C=CC(=O)C(C)(C)C2CC(=O)OC)CC[C@@]2(C)C(c3ccoc3)OC(=O)C3OC132 (stereo partly drawn)	-12%	5
NCCCCCCNS(=O)(=O)c1cccc2ccccc12	-15%[24.8 µM]	-1
O=C(/C=C/c1ccc(O)cc1)OC[C@H]1O[C@@H](Oc2c(-c3ccc(O)cc3)oc3cc(O)cc(O)c3c2=O)[C@H](O)[C@@H](O)[C@@H]1O	17%	2
FC(F)(F)c1ccccc1-c1nc(Nc2ccncc2)c2ccccc2n1	u	2

Two entries from above, as a markdown table:
| smiles | Menin-MLL TR inh | FBPA coupling cs |
| --- | --- | --- |
| O=c1c(-c2cccs2)nc2cnc(N3CCOCC3)nc2n1-c1ccccc1 | 11% | 0 |
| CCCCC/C=C\C/C=C\CCCCCCCCCC(=O)NCCCC(=O)O | 6% | 3 |

Later entries
SMILES | Menin-MLL TR inh | FBPA coupling cs
CC1(C)OC(C(O)(c2cc(F)c(F)c(F)c2)c2cc(F)c(F)c(F)c2)C(C(O)(c2cc(F)c(F)c(F)c2)c2cc(F)c(F)c(F)c2)O1 (stereo not drawn) | u | 0
COc1ccc(-c2nnc3n2N=C(c2cccc(OC)c2)CS3)cc1 | -1% | 1
COc1cccc([C@@H]2Oc3ccc(Br)cc3C(=O)[C@H]2O)c1 | -1% | 3&2
CO[C@]1(NC(=O)C(C(=O)O)c2ccc(O)cc2)C(=O)N2C(C(=O)O)=C(CSc3nnnn3C)COC21 (stereo partly drawn) | 0% | 1
CN(C)c1ncnc2ccc(-c3cccnc3)cc12 | -16% | -6
NC(=O)[C@@H]1CCCN1 | 9% | 1
CCOC(=O)CNC(=O)O[C@H]1C(=O)c2ccc(OC)cc2O[C@@H]1c1ccc2c(c1)OCO2 | -1% | 3
COC(=O)C/C=C\[C@@H](C)[C@@H]1C=C[C@H](OC(C)=O)[C@H](COC(C)=O)O1 | -14%[11.7 µM] | 1
COCCn1c(=O)c(-c2cc(F)cc(F)c2)nc2cnc(OCc3ccccc3)nc21 | -7% | 1
Cc1cc2nc3c(=O)[nH]c(=O)nc-3n(C)c2cc1C=O | -18% | -38*
CN1CCN(c2ccnc(-c3ccccc3C(F)(F)F)n2)CC1 | -9% | 0
Cc1c(S(=O)(=O)O)oc2c1C(=O)C(=O)c1c-2ccc2c1CCCC2(C)C | u | -39*
CCCCC/C=C\C/C=C\C/C=C\C/C=C\CCCC(=O)OC(CO)CO | -4%&3% | -2&1
COC(=O)[C@@H]1CC2=CC(=O)CC[C@]2(C)[C@@]23O[C@@H]2C[C@@]2(C)[C@H](CC[C@@]24CCC(=O)O4)[C@@H]13 | 7% | 1
c1csc(CNc2ncncc2-c2ccc3c(c2)OCO3)c1 | 2% | -1
CC[C@H](C)[C@H](NC(=O)[C@H](CO)NC(=O)[C@H](C)NC(=O)[C@H](C)NC(=O)[C@H](CCC(N)=O)NC(=O)[C@H](CCCCN)NC(=O)[C@H](CCCN=C(N)N)NC(=O)[C@@H](N)CS)C(=O)N[C@@H](CCCCN)C(=O)N[C@H](C(=O)N[C@@H](C)C(=O)N[C@H](C(=O)N[C@@H](CO)C(=O)O)C(C)C)C(C)C | -7% | 1
COC(=O)[C@@H]1CC[C@H](C)[C@@H](c2ccc(C)cc2)N1C(=O)c1ccc(/C=N\O[C@@H](C)CN2CCCc3nc(C)c(C)cc32)cc1 | -24%[11.7 µM] | -1
Cc1cnc(CNc2ncnc3ccc(-c4ccoc4)cc23)cn1 | 5% | -7
COc1ccc(/C(=C\C(=O)O)c2nccc3cc(OC)c(OC)cc23)cc1OC | -17% | 0
Cc1nc2cnc(N3CCOCC3)nc2n(CCC#N)c1=O | -22% | 0
FC(F)(F)c1ccccc1-c1nc(-n2ccnc2)c2ccccc2n1 | 1% | 1
O=C(O)[C@H]1O[C@@H](Oc2ccc3ccc(=O)oc3c2)[C@H](O)[C@@H](O)[C@@H]1O | -29% | 1
C#CCCCCCCCCCCCc1ccco1 | -7% | -1
O=C(c1cnccn1)N1CCC2(CC1)CCN(c1ccccc1)CC2 | -5% | 3

From PubChem

Some of the compounds tested. The share of hits here may be higher or lower than overall.
